Bioassay records deposited in PubChem BioAssay by National Center for Advancing Translational Sciences (NCATS).
EPAC1 antag = EPAC1 (human) antagonism; O95398; EPAC1 GEF assay, Rap1b-BODIPY-GDP exchange fluorescence; Potency, µM (series often up to 115 µM), inactives show top-dose activity change, negative = inhibition, hits mostly inhibitors; 360,000 compounds, 0.14% hits;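 note: potency is the fitted concentration of half-maximal effect; plate controls were vehicle for no effect and positive control for full effect; nearly all actives have a fitted effect of over 50% in size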
Target sequence (O95398 whole entry, looked up): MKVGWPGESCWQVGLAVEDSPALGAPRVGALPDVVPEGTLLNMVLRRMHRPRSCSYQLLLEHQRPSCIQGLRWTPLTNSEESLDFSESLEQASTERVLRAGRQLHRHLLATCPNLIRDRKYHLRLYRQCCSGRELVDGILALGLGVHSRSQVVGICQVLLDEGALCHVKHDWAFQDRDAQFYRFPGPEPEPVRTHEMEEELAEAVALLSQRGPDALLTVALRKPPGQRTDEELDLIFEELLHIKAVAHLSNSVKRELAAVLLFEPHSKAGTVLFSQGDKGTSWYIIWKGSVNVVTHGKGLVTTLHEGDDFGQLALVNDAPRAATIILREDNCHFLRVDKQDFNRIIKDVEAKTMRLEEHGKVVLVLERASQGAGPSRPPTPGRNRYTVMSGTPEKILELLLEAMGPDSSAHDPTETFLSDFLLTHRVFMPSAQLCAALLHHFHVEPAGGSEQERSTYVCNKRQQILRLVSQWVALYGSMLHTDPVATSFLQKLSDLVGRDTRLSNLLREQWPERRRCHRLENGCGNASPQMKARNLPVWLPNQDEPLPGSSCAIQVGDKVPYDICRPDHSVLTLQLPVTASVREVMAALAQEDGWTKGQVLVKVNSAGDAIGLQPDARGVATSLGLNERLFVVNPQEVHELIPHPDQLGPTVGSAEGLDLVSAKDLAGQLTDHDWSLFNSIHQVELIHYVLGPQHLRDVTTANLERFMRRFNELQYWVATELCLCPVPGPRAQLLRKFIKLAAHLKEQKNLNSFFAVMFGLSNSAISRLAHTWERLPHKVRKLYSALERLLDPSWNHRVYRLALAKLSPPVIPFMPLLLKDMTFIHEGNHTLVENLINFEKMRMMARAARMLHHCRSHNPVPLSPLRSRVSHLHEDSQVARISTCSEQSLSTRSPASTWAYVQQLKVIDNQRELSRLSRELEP
GLP1R ag = agonists of human GLP-1 receptor | AID 624172 | Potency, µM (doses to about 45.6 µM), inactives show at the top dose activation, hits mostly activators | 380,000 compounds, 0.007% hits | HEK293 GLP-1R CRE-luciferase, luminescence, 4-6 h; cells express a hypersensitive GLP-1R form; note: potency is the fitted concentration of half-maximal effect; % of control where 0% means no effect
PTHR1 ag = activates the human parathyroid hormone receptor PTHR1; HEK293 GP2 PTHR1 cells, GloSensor cAMP luminescence, 1 h; Potency, µM (series often up to 115 µM), inactives show at the highest dose activation, usual class: activators; 410,000 compounds, 0.075% hits; Q03431; AID 743266; note: potency is the fitted concentration of half-maximal effect; nearly all actives have a fitted effect of over 55% in size; some results filed as inactive show a strong effect at the top dose; inactives centre near -15; many of its hits are not listed in these tables
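HEK-293-derived GP2 cells expressing PTHR1 and a GloSensor cAMP reporter, 3,000/well, plated overnight, given luciferin plus IBMX (each 0.5 mM as added) for 1 h at 37 °C, then compound for 1 h at 37 °C. Luminescence was read after 15 min at room temperature.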
IL2 activator = activates IL-2 in a cell-based reporter assay. activation, % (series mostly up to about 46 µM). 360,000 compounds, 0.065% hits. IL-2 activation reporter assay, cell-based qHTS; stimulated with anti-CD3/CD4/CD28 beads; in transgenic mouse T cells; in the data active = activation above about 50%; inconclusive = mostly about 30% to 49%; note: 0% is about no effect
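Unstimulated transgenic mouse T cells, 750 per well, received compound and, after 60 minutes, anti-CD3/anti-CD4 bead plus anti-CD28 stimulation. EGFP and DsRed were quantified after 18 hours.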
GLP-1R inv ag = acts as inverse agonist at human GLP-1 receptor | AID 624417 | 410,000 compounds, 1.6% hits | P43220 | Potency, µM (highest dose often 38.3 µM), inactives show at the top dose activity change, negative = inhibition, most hits filed as inhibitors | HEK293 GLP-1R CRE-luciferase, luminescence, 24 h; GLP-1R form is constitutively active; note: potency is the fitted concentration of half-maximal effect; % is set by controls: 0 for no effect and ±100 for the full control effect; nearly all actives have a fitted effect of over 55% in size
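Cells are plated, allowed 12 hours at 37 deg C, then treated with compounds for 24 hr before luciferase detection reagent is added and luminescence is read after 12 min at room temperature. The HEK293 line carries constitutively active GLP-1R with a cAMP-responsive reporter.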
GLP1R cytotox = cytotoxicity in counter-screen for GLP-1R inverse agonists; HEK293 cAMP-luciferase reporter cells, luminescence, 24 h; Potency, µM (titrated, usually from 38.3 µM), for inactives: at the highest dose activity change, negative = inhibition, actives largely listed as inhibitors; 410,000 compounds, 0.13% hits; AID 624418;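 note: loss of luciferase light is scored as toxicity; potency is the fitted concentration of half-maximal effect; % is set by controls: 0 for no effect and ±100 for the full control effect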
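Quantitative HTS format, 1536 wells, 200 cells/uL seeded. Compounds: 23 nL, 24 h, 37 °C. Detection: luciferase reagent, luminescence at 12 min RT; decreased signal taken as cytotoxic.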
PI5P4Ka inh = PI5P4K alpha (human) kinase inhibition; PI5P4Kalpha enzyme, ADP-Glo luminescence, 60 min; hits give low values; max response, %; 330,000 compounds, 1.2% hits; P48426; active = max response of -50% or lower; inconclusive = between -30% and -50%; inactive = -30% or higher; note: value at the top dose of about 77 µM; % is set by controls: 0 for no effect and ±100 for the full control effect
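ADP-Glo luminescence end-point read after a 60 min room-temperature kinase reaction of PI5P4Kalpha plus substrate, initiated with ATP at 5 microM final. Buffer: 0.038 M HEPES pH 7.4, EGTA, 0.1% CHAPS, 5% DMSO.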
PLK1 PBD block = blocks phosphopeptide binding to human PLK1 polo-box domain; Plk1 PBD binding of FITC phosphopeptide, fluorescence polarization; Potency, µM, for the others: max response, negative = inhibition, actives largely listed as inhibitors; P53350; 360,000 compounds, 2.8% hits; note: potency is the fitted concentration of half-maximal effect; series mostly up to about 57 µM; % is set by controls: 0 for no effect and ±100 for the full control effect; nearly all actives have a fitted effect of over 65% in size
EPAC1 agonist = EPAC1 (human) agonism. Potency, µM (titrated, usually from 154 µM), for the others: at the top dose activation, usual class: activators. AID 720707. 360,000 compounds, 0.073% hits. EPAC1 agonist qHTS, biochemical assay; response scale: 100% = response to 6.5 mM cAMP. O95398; note: potency is the fitted concentration of half-maximal effect; nearly all actives have a fitted effect of over 60% in size
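Multi-concentration qHTS readout: loss of Rap1B-bound BODIPY-GDP fluorescence driven by 100 nM EPAC1 with excess GDP (50 uM), monitored kinetically at room temperature; agonist response expressed relative to 6.5 mM cAMP.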
The depositor's hits bear a star; i = inactive; ? = inconclusive; · = not tested or not shown; [ ] = another dose, or the depositor's remark. Unless noted, calls come from the whole dose curve; as a rule, active = well fitted curve in the direction sought with a large enough effect; inconclusive = small, poorly fitted or top-dose-only effect, or another doubt; inactive = no such curve, though single readings can be large; an effect the other way counts as inactive or inconclusive. Some of the compounds tested. The share of hits here may be higher or lower than overall.

Second line of a record – EPAC1 antag	GLP1R ag	PTHR1 ag	IL2 activator	GLP-1R inv ag	GLP1R cytotox	PI5P4Ka inh	PLK1 PBD block	EPAC1 agonist
> Cc1ccc(SC/C(O)=C(\C#N)c2nc3ccccc3s2)cc1
  -11%	-8%	-15%[57.5 µM]	-0.1	11%	-3%	-21	32%[activator]	-3%
> O=C(COC(=O)C1=COCCO1)Nc1ccc2c(c1)OCO2
  -2%	-2%	-1%[57.5 µM]	-2.9	-2%	-11%	-10	-8%	2%
> O=C(Nc1cccc(Cl)c1)C1C2CCC3C(CCC21)C3(Cl)Cl (stereo not given)
  -3%	-9%	-21%	0.1	5.6µM*	-35%	16	-12%	17%
> O=C(CCc1nc2ccccc2s1)N1CCN(c2ccccc2)CC1
  11%	-13%	-18%	-2.2	-10%	0%	-1	-9%	-3%
> COC(=O)Cn1cnc2c(C#N)c3n(c2c1=O)CCCC3
  5%	-9%	i	-3.8	23%	-15%	·	-4%	1%
> CCn1c(COc2cccc(OC)c2)nnc1SCC(=O)NCC1CCCO1 (stereo not given)
  -7%	10%	i	1.6	3%	7%	1	-6%	5%
> COC(=O)CNC(=O)CSc1nc2sccc2c(=O)n1-c1ccccc1
  -22%	13%	i	-1.6	13%	-14%	-28	-4%	1%
> CN(C)C(CNC(=O)c1ccc2[nH]c(=O)c(=O)[nH]c2c1)c1ccco1 (stereo not given)
  2%	0%	i	0.7	6%	-7%	-5	-9%	6%
> CC(C)(C)c1nnc(SCC(=O)c2ccccc2)n(N)c1=O
  -17%	-2%	-23%	0.8	0%	-2%	-5	-22%	-10%
> COC(=O)c1sccc1NC(=O)Cc1ccc(OC)c(OC)c1
  -17%	1%	-24%	0.5	-1%	1%	-2	-1%	-4%
> CC1(C(=O)Nc2ccccc2)CCN1C(=O)Cc1ccc(-c2ccccc2)cc1 (stereo not given)
  -15%	-3%	-49%[inhibitor]	-0.1	?	-1%	28	5%	-4%
> CCc1nc2ccc(C(=O)NCc3ccco3)cc2nc1CC
  -5%	15%	-3%	0.1	27%	3%	0	-7%	1%
> C#CCOCCOCCOCCNc1nc(N2CCN(C(=O)Cn3cc(CCCCN)nn3)CC2)nc(N2CCN(C(=O)[C@H]([C@@H](C)CC)n3cc(CCCCN)nn3)CC2)n1
  0%	-1%	-10%	0.7	9%	3%	-13	-4%	-23%
> Nc1nnc(SCC(=O)Nc2nccs2)s1
  -10%	0%	-15%	-0.6	6%	5%	-10	-7%	3%
> CN(C)/C=N/C(=S)Nc1ccc(Cl)c(Cl)c1
  -22%	6%	-9%	-0.9	?	?	2	24µM*	-21%
> Cc1cccc(-n2ncc3c(NCc4cccnc4)ncnc32)c1
  -4%	-2%	i	-3.7	-16%	-1%	-15	-9%	-10%
> COc1ccc(C(CNC(=O)CCNS(=O)(=O)c2ccc(C)cc2)N2CCOCC2)cc1 (stereo not given)
  -1%	4%	i	7.8	12%	-13%	-21	2%	6%
> CCSC(=O)N1c2ccc(OC)cc2C=CC1C#N (stereo not given)
  0%	22%	-23%	-6.6	-75%	?	4	-1%	13%
> Nn1cnnc1SCC(=O)Nc1ccc2c(c1)OCCO2
  -4%	-8%	0%	-1.8	1%	15%	·	-7%	4%
> CC1(NC(=O)c2cccc(S(=O)(=O)N3CCN(c4ccccc4)CC3)c2)CCS(=O)(=O)C1 (stereo not given)
  -14%	0%	-8%	-5.2	-25%	-1%	-3	-3%	-3%
> CC(=O)Nc1ccc(NC(=O)[C@@H](NC(=O)c2ccccc2F)C(C)C)cc1
  15%	5%	i	-0.2	4%	1%	-3	-4%	-4%
> O=C1C=C(NCc2ccc(Cl)c(Cl)c2)C2(CCCCC2)O1
  -13%	-13%	-15%	0.0	?	-7%	6	-8%	11%
> COc1cccc(C(O)c2ncc(-c3ccccc3Cl)[nH]2)c1 (stereo not given)
  -9%	11%	-20%	-0.1	?	?	-4	2%	-3%
> CC(C)Oc1ccc(F)cc1-c1cc(C(=O)N2CCc3ccccc3C2)[nH]n1
  -16%	1%	-4%	-0.8	?	0%	-4	-4%	6%
> COc1ccc(NC(=O)CCOc2ccccc2)cc1
  3%	-4%	i	-0.8	10%	2%	3	-11%	12%
> COc1ccccc1C(=O)N1[C@@H](C(C)C)COc2cc(Br)ccc2S1(=O)=O
  -13%	-4%	-8%	-0.5	?	-9%	15	-12%	-5%
> CC(C)(C)NC(=O)C(c1ccncc1)n1c(=O)c(-c2ccco2)nc2ccccc21 (stereo not given)
  -3%	·	i	-0.3	23%	3%	-18	-12%	-17%
> Cc1ccc(C(=O)N2CCCCC2)cc1S(=O)(=O)N1CCOCC1
  -7%	3%	0%	1.5	-1%	7%	-1	3%	3%
> O=C(CC1C(=O)NCCN1Cc1c(F)cccc1Cl)NCCc1ccccn1 (stereo not given)
  -22%	5%	i	-2.8	15%	-22%	-1	-2%	5%
> CCN(CC)CCCN(C(C)=O)c1nc(-c2cc(OC)ccc2OC)cs1
  0%	5%	-23%	-1.6	0%	-17%	·	-4%	5%

A portion from further up, for reference:
Second line of a record – EPAC1 antag	GLP1R ag	PTHR1 ag	IL2 activator	GLP-1R inv ag	GLP1R cytotox	PI5P4Ka inh	PLK1 PBD block	EPAC1 agonist
> CC1(NC(=O)c2cccc(S(=O)(=O)N3CCN(c4ccccc4)CC3)c2)CCS(=O)(=O)C1 (stereo not given)
  -14%	0%	-8%	-5.2	-25%	-1%	-3	-3%	-3%
> CC(=O)Nc1ccc(NC(=O)[C@@H](NC(=O)c2ccccc2F)C(C)C)cc1
  15%	5%	i	-0.2	4%	1%	-3	-4%	-4%

Additional records
Second line of a record – EPAC1 antag	GLP1R ag	PTHR1 ag	IL2 activator	GLP-1R inv ag	GLP1R cytotox	PI5P4Ka inh	PLK1 PBD block	EPAC1 agonist
> Cc1cccc(C(=O)Nc2ccc(C(=O)Nc3ccc(O)cc3)cc2)c1
  0%	-4%	i	1.6	2.8µM*	?	-16	7%	-19%
> O=C(NCCC(=O)N(Cc1ccco1)Cc1cccs1)c1ccc([N+](=O)[O-])cc1
  -15%	0%	-21%	-4.8	-12%	-5%	-3	-14%	5%
> O=C(NC(=S)Nn1cnnc1)c1ccccc1Br
  -3%	-5%	2%	0.7	23%	-37%	-14	30µM*	-1%
> COc1ccc(C(=O)NCCCN2CCCC2=O)cc1
  0%	-3%	-36%[inhibitor][57.5 µM]	1.1	7%	-13%	-2	?	6%
> O=C(NNS(=O)(=O)c1ccccc1F)c1sccc1-n1cccc1
  4%	2%	-21%	-0.3	-2%	-5%	0	-16%	0%
> CCOC(=O)N1CCN(C(=O)CSCC(=O)Nc2nc(-c3ccc4c(c3)OCO4)cs2)CC1
  1%	-13%	-8%[57.5 µM]	-1.2	3%	-2%	·	-10%	6%
> O=S(=O)(/C=C/c1ccccc1)Oc1ccccc1
  -1%	-1%	-27%	-2.0	-1%	-3%	·	-5%	9%
> CC(C)OCC(O)CN1CCN(CCN2C(=O)c3cccc4cccc(c34)C2=O)CC1 (stereo not given)
  -3%	-8%	i	0.0	-16%	2%	-1	0%	11%
> CCC[N+](CC#CCO)(CC#Cc1ccccc1)CCC
  9%	-2%	i	0.4	7%	-4%	5	0%	10%
> O=C1/C(=C\Nc2ccc(OC(F)(F)F)cc2)CCN1c1ncccn1
  5%	-1%	-4%	0.4	1%	0%	0	-4%	6%
> O=[N+]([O-])c1cccc(/C=C2\CCc3cnn(C4CCS(=O)(=O)C4)c32)c1 (stereo not given)
  16%	-5%	0%	-3.4	20%	-10%	-6	4%	-4%
> CC(C)CC1C(=O)N(Cc2cn(Cc3ccco3)nn2)CCS(=O)(=O)N1Cc1ccc(-c2cccc(N(C)C)c2)cc1 (stereo not given)
  2%	-4%	-37%[inhibitor]	-3.2	?	-18%	-10	-12%	10%
> O=C(Cc1n[nH]c(=O)[nH]c1=O)N/N=C/c1ccccc1
  -3%	1%	i	-1.1	6%	-9%	·	-6%	2%
> COCCCNC1=C(C#N)C(=O)NC(c2cccs2)S1 (stereo not given)
  -3%	-3%	i	-0.2	9%	5%	-18	-26%	-5%
> C[C@@H](C(=O)NCc1ccccn1)[C@H]1C[C@]1(C)[C@H](NC(=O)OCc1ccccc1)c1ccccc1
  19%	-1%	-8%	-0.2	?	-10%	8	5%	-1%
> Cc1cc(C)c(S(=O)(=O)NCCC2CCCN2C)c(C)c1 (stereo not given)
  8%	-8%	i	-1.2	0%	-23%	1	-6%	-4%
> O=C(NCc1ccccc1)c1nncc(-c2ccccc2)n1
  -7%	6%	-26%	1.1	18%	2%	0	-13%	-8%
> CN1/C(=C\C=C2/C(=O)Oc3ccccc3C2=O)C(C)(C)c2ccccc21
  ·	4%	-13%	80*	3%	-24%	-4	-106%	79µM*
> Cn1c(C(=O)NCCN2CCc3ccccc3C2)cc2c(=O)n(C)c3ccccc3c21
  -11%	2%	8%	-3.8	-14%	1%	-2	-13%	6%
> COc1ccc(C/C(C)=N/NC(=O)c2cccnc2)cc1
  ?	1%	-21%	-4.8	-18%	-28%	-1	7%	3%
> Cc1ccc(-c2nn(-c3ccccc3)cc2C2CC(c3cccs3)=NN2C(=O)CCC(=O)O)cc1 (stereo not given)
  -17%	-1%	i	-0.4	3%	-17%	6	-4%	1%
> OC(c1ccccc1)c1nc2ccccc2[nH]1 (stereo not given)
  -11%	1%	-16%	1.6	6%	3%	-5	-5%	4%
> COc1ccc(/C(O)=C2/C(=O)C(=O)N(CCCN3CCOCC3)C2c2ccc(Cl)cc2)cc1 (stereo not given)
  14%	-5%	-1%	5.6	9%	15%	-29	-29%	-15%
> O=C(Cn1cnc2ccccc21)Nc1ccccc1-c1ccccc1
  -21%	-3%	i	1.1	-29%	-43%	4	3%	-2%
> C/C=C/C(=O)N[C@@H]1c2ccccc2CC[C@@H]1OCc1ccccc1
  12%	0%	-12%	-0.2	-26%	3%	4	-5%	-24%
> O=C(Nc1cnc2ccccn2c1=O)c1ccc(F)cc1
  8%	1%	-2%[57.5 µM]	2.2	12%	19%	-4	-6%	6%
